High-throughput results (PubChem BioAssay)
OTUD3 block: human OTUD3 deubiquitinase inhibition | Q5T2D3 | purified OTUD3, Ub-rhodamine fluorescence, 2 h | inhibition, % at 25 µM | 47,000 compounds, 0.7% hits
Target sequence (Q5T2D3 whole entry, looked up): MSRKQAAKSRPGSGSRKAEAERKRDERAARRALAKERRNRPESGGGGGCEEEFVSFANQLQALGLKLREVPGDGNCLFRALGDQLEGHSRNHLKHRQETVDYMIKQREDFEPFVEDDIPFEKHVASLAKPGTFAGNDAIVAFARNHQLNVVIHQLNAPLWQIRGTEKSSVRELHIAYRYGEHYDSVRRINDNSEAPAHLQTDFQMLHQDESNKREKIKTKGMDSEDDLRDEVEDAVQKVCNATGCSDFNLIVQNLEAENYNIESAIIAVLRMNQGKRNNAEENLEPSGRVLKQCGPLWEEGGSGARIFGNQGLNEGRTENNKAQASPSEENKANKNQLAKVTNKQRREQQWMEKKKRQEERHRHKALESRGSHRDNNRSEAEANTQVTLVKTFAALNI
USP28 inh: human USP28 deubiquitinase inhibition | Q96RU2 | purified USP28, Ub-rhodamine cleavage fluorescence, 30 min | inhibition, % at 25 µM | 47,000 compounds, 3% hits
USP8 inh: blocks human USP8 ubiquitin-rhodamine cleavage; P40818; purified USP8, Ub-rhodamine cleavage fluorescence, 30 min; inhibition, % at 20 µM; 47,000 compounds, 4.2% hits; AID 1645853
USP17 inh: human USP17-like deubiquitinase inhibition. A8MUK1. purified USP17, Ub-rhodamine cleavage fluorescence, 3 h. inhibition, % at 50 µM. 47,000 compounds, 6.5% hits. AID 1645855
USP30 block: blocks human USP30 ubiquitin-rhodamine cleavage. inhibition, % at 25 µM. 47,000 compounds, 5.3% hits. Q70CQ3. purified USP30, Ub-rhodamine cleavage fluorescence
USP7 inh: blocks human USP7 ubiquitin-rhodamine cleavage. Q93009. purified USP7, Ub-rhodamine cleavage fluorescence. inhibition, % at 20 µM. 47,000 compounds, 0.3% hits. AID 1645854
UCHL1 block: blocks human UCHL1 ubiquitin-rhodamine cleavage; P09936; purified UCHL1, Ub-rhodamine cleavage fluorescence; inhibition, % at 20 µM; 47,000 compounds, 0.2% hits; AID 1645859
Target sequence (P09936 whole entry, looked up): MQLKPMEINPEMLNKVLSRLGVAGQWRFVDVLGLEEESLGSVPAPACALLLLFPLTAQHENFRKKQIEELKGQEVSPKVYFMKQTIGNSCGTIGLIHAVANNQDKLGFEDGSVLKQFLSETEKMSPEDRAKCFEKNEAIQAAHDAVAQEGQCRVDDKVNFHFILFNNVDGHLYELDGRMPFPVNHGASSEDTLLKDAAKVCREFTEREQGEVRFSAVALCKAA
USP10 block: blocks human USP10 ubiquitin-rhodamine cleavage | Q14694 | purified USP10, Ub-rhodamine fluorescence, 60 min | inhibition, % at 20 µM | 47,000 compounds, 1.1% hits
* marks the source's active call; other numbers are inactive results; i = inactive; x = no result given. Cut-off read from the data, not from the text of the source: active = inhibition above about 30%; inactive = the rest.

Each structure is followed by: OTUD3 block, USP28 inh, USP8 inh, USP17 inh, USP30 block, USP7 inh, UCHL1 block, USP10 block
COc1cccc(/C=C/C(=O)N[C@@H](CCSC)c2nnc3ccccn23)c1
→ 6, 7, -7, -3, 3, -3, 1, -2
COc1ccc(C)cc1Nc1cc(C)nc2nc(-c3ccco3)nn12
→ -12, -3, -3, 17, -23, -31, -38, -5
CCCCCCNc1ncnc2c1sc1nc(-c3ccccc3)c3c(c12)CC(C)(C)OC3
→ 14, 27, 14, 16, 31*, 1, -1, 0
COc1cccc(-c2nc(-c3cn(Cc4ccc(C)cc4)nn3)no2)c1
→ 2, 8, 9, 4, 9, 3, 4, 9
Cc1nnc(Nc2ccc(OCC(N)=O)cc2)c2ccccc12
→ 2, x, 5, 4, x, 3, 1, -1
CC(C)n1nccc1-c1cnc(CC2CCN(S(C)(=O)=O)CC2)cn1
→ 10, 10, 14, 13, 31*, 5, 2, 1
COc1ccc(C(=O)N2CC3CCCN3c3ccc(C(F)(F)F)cc32)cc1 (stereo not drawn)
→ -8, 2, 4, 4, -77, -5, 1, -1
CCN(c1ccccc1)c1nnc(NC(=O)Nc2ccccc2C(F)(F)F)s1
→ 11, 17, 8, 2, 17, 2, 2, 4
O=C1NC(=O)N2Cc3ccccc3CN(S(=O)(=O)c3ccc(F)cc3)CC12 (stereo not drawn)
→ 3, -7, 7, -6, -12, 0, -2, 0
COc1ccccc1OCC(=O)Nc1ccc(S(=O)(=O)Nc2cc(C)cc(C)c2)cc1
→ -8, 0, -17, -5, 5, 8, 4, 20
Cc1nn(-c2nc3ccccc3o2)c2c1C(c1cccc(F)c1F)CC(=O)N2 (stereo not drawn)
→ 22, 16, 15, 27, 32*, 4, 7, 5
O=C(Cc1ccc(Cl)cc1)NCc1csc(-c2ccccc2)n1
→ 0, -4, -6, -3, 0, -17, -3, 0
CN1C(=O)COc2cc(-c3noc(C(=O)NCCc4ccccc4)n3)ccc21
→ 10, 13, 29, 9, 15, 0, 0, 6
O=C(c1ccc(F)cc1)c1c[nH]c(C(=O)NCCCN2CCOCC2)c1
→ -2, -19, -2, -7, -9, 3, -2, -2
COc1ccccc1N1CCN(C(=O)CN(Cc2ccc(Cl)c(Cl)c2)S(=O)(=O)c2ccc(C)cc2)CC1
→ 5, 10, 2, -1, 5, 9, 6, 5
CN1C(=O)OC[C@@H]2CCN(C(=O)c3ccc4ccccc4c3)C[C@H]21
→ -4, -3, 2, 1, -3, -5, 2, 0
OCc1ccc(OCCN2CCN(c3ncc(C(F)(F)F)cc3Cl)CC2)cc1
→ 0, 6, 15, 4, 6, 0, 3, -2
CC1(C)Oc2ccccc2[C@H]2OCC3(CCN(C(=O)c4cccnc4)CC3)C[C@@H]21
→ -2, -10, 4, -8, -14, -2, -1, -2
Cc1nn(-c2ccccc2)cc1-c1noc(C(=O)NCc2ccc3c(c2)OCO3)n1
→ 6, 10, 0, 6, 17, -16, 2, 12
O=C(/C=C/c1c[nH]c2ccccc12)c1ccc([N+](=O)[O-])cc1
→ -5, -12, -8, -7, -15, 7, -1, 6

The list goes on; the last 2 above are carried over.
Each structure is followed by: OTUD3 block, USP28 inh, USP8 inh, USP17 inh, USP30 block, USP7 inh, UCHL1 block, USP10 block
Cc1nn(-c2ccccc2)cc1-c1noc(C(=O)NCc2ccc3c(c2)OCO3)n1
→ 6, 10, 0, 6, 17, -16, 2, 12
O=C(/C=C/c1c[nH]c2ccccc12)c1ccc([N+](=O)[O-])cc1
→ -5, -12, -8, -7, -15, 7, -1, 6
O=C(N[C@H]1C[C@@H]2C[C@H]1N(C(=O)c1ccccc1Cl)C2)c1cccnc1
→ 5, -2, -58, -1, -7, 0, 0, 0
O=C(Nc1ccc(-c2cnc(-c3ccc(NC(=O)c4ccccc4Cl)cc3)nc2)cc1)c1ccccc1Cl
→ 2, 0, 4, 5, 9, 12, -1, 1
Cn1c(=O)c2c(C(=O)N3CCN(c4ccc(Cl)cc4)CC3)cc(=O)n(C)c2n(C)c1=O
→ -3, 3, -14, 16, 12, -23, -1, -1
c1cncc(CN=C2Nc3ccccc3CS2)c1
→ 8, 9, 1, 0, 7, 4, 1, 0
Cc1ccccc1-c1nnn(CC(=O)c2c(-c3ccccc3)n(C)c3ccccc23)n1
→ -15, -1, 10, -5, -15, 2, 0, -5
O=C(CCc1cccnc1)N1CCCC2(CCCN2Cc2ccc(Cl)cc2)C1 (stereo not drawn)
→ 5, -3, -80, -23, 1, -13, -1, -2
Cc1ccc2[nH]c(=O)c(CN(Cc3cccnc3)C(=O)c3cccc(Cl)c3)cc2c1
→ 25, 7, 12, 9, 51*, 0, 2, 0
COc1ccc(C(=O)Nc2nc3n(n2)C(c2ccccc2)CC(=O)N3)cc1 (stereo not drawn)
→ 20, 10, 76*, 73*, 35*, 8, 3, 17
O=C(CN1CCC2(CC1)Nc1ccccc1C1=NCCN12)N1CCOCC1
→ 2, 2, 7, -3, -8, 1, 4, 0
COC(=O)c1ccc(N2CCN(C(=O)c3ccccc3)CC2)c(NC(=O)c2cc(OC)c(OC)c(OC)c2)c1
→ -10, 0, 0, 9, 0, 3, 3, 2
OCc1ccccc1-c1cnc2sc(NCCc3ccccn3)nn12
→ 9, 7, 5, -5, 16, 4, 4, 2
CN1Cc2ccccc2CN2C[C@@H](NC(=O)NC3CCOCC3)C[C@H]2C1
→ -2, -1, 5, -1, -10, 2, -2, -2
COc1cccc(C(=O)Nc2cnn(-c3ncc(N4CCCC4)cn3)c2)c1
→ -24, -35, -28, -10, -83, -3, -9, -5
O=C(NCc1ccc(F)cc1Cl)c1csc(C(=O)N2CCCC2)n1
→ -6, 27, -2, -5, -11, -10, -1, -1
CC(=O)c1ccc(-n2ccc3nc(N4CCCC4)ncc3c2=O)cc1
→ -4, -2, -4, 4, -8, 0, 2, 0
COc1ccc(NC(=O)CCNS(=O)(=O)c2ccc3c(c2)CCC(=O)N3)cc1Cl
→ -2, -4, -42, -15, 6, 0, -4, 0
COc1ccccc1C1CC(c2ccc(Cl)cc2)N(C(=O)C(C)C)c2ncnn21 (stereo not drawn)
→ -11, -6, 9, -10, -8, -2, 2, 6
O=C(c1cscn1)N1CCC2(CN(Cc3ccccc3Cl)C2)C1
→ -6, -9, -1, -2, -11, -3, 1, -1
O=C(CCc1nnc2n(Cc3ccccc3)c(=O)c3ccccc3n12)NCc1ccc2c(c1)OCO2
→ 11, 2, 39*, 39*, 14, -9, -1, 44*
Cn1c(=O)c2c(SCC(=O)NCc3ccc4c(c3)OCO4)nc(-c3ccc([N+](=O)[O-])cc3)nc2n(C)c1=O
→ -8, 2, -1, 27, 31*, 1, -4, 4

Record cards, as listed above. Screens in order: OTUD3 block | USP28 inh | USP8 inh | USP17 inh | USP30 block | USP7 inh | UCHL1 block | USP10 block
O=C(CN1CCC2(CC1)Nc1ccccc1C1=NCCN12)N1CCOCC1 is listed with 2 | 2 | 7 | -3 | -8 | 1 | 4 | 0
COc1ccc(NC(=O)CCNS(=O)(=O)c2ccc3c(c2)CCC(=O)N3)cc1Cl is listed with -2 | -4 | -42 | -15 | 6 | 0 | -4 | 0
Cn1c(=O)c2c(SCC(=O)NCc3ccc4c(c3)OCO4)nc(-c3ccc([N+](=O)[O-])cc3)nc2n(C)c1=O is listed with -8 | 2 | -1 | 27 | 31* | 1 | -4 | 4
O=C(c1cscn1)N1CCC2(CN(Cc3ccccc3Cl)C2)C1 is listed with -6 | -9 | -1 | -2 | -11 | -3 | 1 | -1
CN1Cc2ccccc2CN2C[C@@H](NC(=O)NC3CCOCC3)C[C@H]2C1 is listed with -2 | -1 | 5 | -1 | -10 | 2 | -2 | -2

The list continues:
Each structure is followed by: OTUD3 block, USP28 inh, USP8 inh, USP17 inh, USP30 block, USP7 inh, UCHL1 block, USP10 block
O=C(CSc1ccccc1)N1CCC(n2cccc2)CC1
→ -18, -21, -37, -13, -12, -3, -5, -1
CC(C)CN1Cc2c(C(=O)N3CCCCC3)ncn2-c2ccccc2S1(=O)=O
→ 0, -4, 0, 0, -7, -5, -2, 0
Cn1cnc(C(=O)N2CCC(c3ccnc(Nc4ccccn4)c3)CC2)c1
→ 3, 0, -124, -18, -11, 5, 1, -4
O=C1N(c2cccnc2)C(=O)C2(Cc3ccccc3)CCNCCN12 (stereo not drawn)
→ -3, -9, 3, -11, -1, x, -3, -1
O=C(NC1CCCCCC1)c1cc(C2CC2)[nH]n1
→ 3, 0, 9, 2, 5, 1, 0, 3
Nc1c(C(=O)NCCc2ccccc2)nnn1-c1ccc(F)cc1
→ 13, 3, 5, 61*, 9, 6, 1, 5
O=C(NC1CCCCC1)c1cc(-c2ccncc2)n(-c2ccccc2)n1
→ 3, 12, 5, 3, 28, 6, 2, 1
COc1ccc(C)cc1NC(=O)c1ccc(N2CCC(C)CC2)c([N+](=O)[O-])c1
→ 3, -8, -41, -3, 4, 0, 3, 6
O=C(O)CC(c1ccc2c(c1)OCO2)N1Cc2ccccc2C1=O (stereo not drawn)
→ 6, 11, 3, 5, 12, 2, 1, 3
COc1ccc(-c2cc3n(n2)CCCN(C(=O)c2ccccn2)C3)cc1OC
→ -2, -2, -1, -6, 0, 3, 0, 1
COc1cc2c(cc1OC)CN(S(=O)(=O)c1ccc3c(c1)OCCO3)CC2
→ 2, 0, 18, 4, -2, 0, 3, 0
Cc1cc(C)n(CCC(=O)N2CCCn3cc(-c4ccccc4)nc32)n1
→ 0, 5, 0, -1, -2, 1, 4, 0
O=C(NCc1cccnc1)c1cnn2c(C(F)(F)F)cc(-c3ccc(F)cc3)nc12
→ -3, -1, -1, 36*, 56*, -4, 0, 0
CC(C)C(=O)N1CC(C(=O)Nc2ccc(F)cc2)C2(CCOCC2)C1 (stereo not drawn)
→ -4, 7, -3, 3, 11, 4, 2, 0
Cc1cc(C)n(-c2nc3c(c(=O)n2CC(=O)NCc2ccco2)CCCC3)n1
→ -6, 0, -11, -10, 6, 0, 0, -1
Cc1ccc2nc(CN3CCCCC3c3nc4ccccc4s3)cc(=O)n2c1 (stereo not drawn)
→ -3, -4, -74, 1, -39, -9, -3, -10
Cc1cc(-c2ccc(S(=O)(=O)N3CCOCC3)cc2)nc2ccccc12
→ -182, -238, -161, -139, i, -8, -7, -9
Cc1nc2c(c(=O)[nH]1)CC[C@@H]1CN(Cc3ccnc(N4CCCC4)n3)C[C@H]21
→ -3, -3, 6, 2, 2, 3, -2, -4
CCOC(=O)c1ccc(NC(=O)CC2=NS(=O)(=O)c3ccccc3N2)cc1
→ 5, 9, 11, 0, 3, 9, 4, 0
O=C(c1ccc(OC2CCN(C(=O)C3CCCCC3)CC2)nc1)N1CCOCC1
→ -1, -11, -11, -24, -17, -4, -4, 0
CCOc1ccc(C(CC(=O)Nc2cc(C)ccn2)N2Cc3ccccc3C2=O)cc1OC (stereo not drawn)
→ 4, 5, 13, 44*, 34*, 3, 1, -3
Cc1cc(C)cc(S(=O)(=O)N2CCN=C2N2CCCCC2)c1
→ -9, -12, -16, x, -13, -25, 1, -3
O=C(Nc1cccc(F)c1)N1CCC(n2c(=O)[nH]c3ccccc32)CC1
→ -9, -9, 0, -9, -10, -5, 0, 2
CS(=O)(=O)N(Cc1ccccc1F)c1ccc(Oc2ccc(N(Cc3ccccc3F)S(C)(=O)=O)cc2)cc1
→ 2, 10, 0, 15, 20, 7, 3, 1
Cc1cccc(NC(=O)Nc2ccccc2SCc2cc(=O)n3ccccc3n2)c1
→ -3, 1, -2, x, -3, -4, -3, -1
COc1ccc(CN2CCC[C@H]2c2nc(-c3cncnc3N)no2)cc1
→ -2, -9, -26, -34, -34, -19, 1, -3
CC(C)c1nc2sc3c(NCc4ccco4)ncnc3c2c2c1CCC2
→ -17, 63*, 17, -10, -67, -2, 5, -3
Cc1noc(C2(NC(=O)Cc3ccccc3)CCCCC2)n1
→ -4, -4, 2, -2, -11, -4, -2, 0
COc1ccc(S(=O)(=O)N2CCC(n3c(C(F)(F)F)nc4cc(S(C)(=O)=O)ccc43)CC2)cc1
→ 14, 7, 1, 15, 19, 0, -1, -4
CC(C)[C@H](NC(=O)C1CCN(C(=O)[C@@H]2CCCN2C(=O)OC(C)(C)C)CC1)C(=O)O
→ 2, 3, 4, 6, 13, x, 5, 2
CCNC(=O)c1cc2nc(N(C)C)n(-c3ccccc3)c2s1
→ -6, 22, 75*, 38*, -38, -4, 0, -3
O=C(c1cncnc1)N1CCCC(c2ncc(Cc3ccc(Cl)cc3)o2)C1 (stereo not drawn)
→ 6, 13, -3, 0, 12, 5, 3, -1
Cc1noc(NS(=O)(=O)c2ccc(NC(=O)CSc3ccc4ccccc4c3)cc2)c1C
→ 15, 36*, 68*, 52*, 11, 13, 9, 28
COc1ccccc1CN(CCCn1ccnc1)CC1CCOC1 (stereo not drawn)
→ 10, 8, 36*, 14, 18, 1, -1, 4
Cc1cccc(C)c1NC(=O)CCc1nc(CSc2nc3ccccc3o2)no1
→ 20, 27, -76, 10, 31*, -10, 0, 3
Cc1ccc(NC(=O)NCC2CCN(Cc3ccccc3F)CC2)cc1
→ -17, -15, -2, -21, -21, -1, -3, -1
O=C(Cc1c(F)cccc1Cl)Nc1ccc2c(c1)OCO2
→ -10, 10, 18, 24, -3, 4, 0, 0
Cc1cc(-c2cnc(C)nc2C2CCN(C(=O)c3sc(C)nc3C)CC2)on1
→ -3, -2, -5, 0, 0, 0, -1, -4
